NPC1 promoter act = activates the NPC1 promoter; AID 485313; Potency, µM (highest dose often 9.22 µM), for the others: at the top dose activation, most hits filed as activators; 320,000 tested, 2.4% active; Huh7 NPC1 promoter luciferase reporter, 24 h;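 further: % of control where 0% means no effect; nearly all actives have a fitted effect of over 60% in size; reporter is driven by a mutant NPC1 promoter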
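Luciferase expression driven by the NPC1 promoter was measured in stably transfected Huh7 cells after a 24 h compound incubation, using a luciferase reagent and a luminescence read.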
FLuc counter = counter-screen for miR-21 project: firefly luciferase inhibitors or activators; P08659; purified FLuc, Km substrates, luminescence inhibition; Potency, µM (titrated, usually from 57.5 µM), for inactives: at the highest dose activity change, negative = inhibition, actives largely listed as inhibitors; 360,000 tested, 6.9% active;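 further: plate controls were vehicle for no effect and reference inhibitor for full effect; nearly all actives have a fitted effect of over 55% in size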
Target sequence (P08659 whole entry, looked up): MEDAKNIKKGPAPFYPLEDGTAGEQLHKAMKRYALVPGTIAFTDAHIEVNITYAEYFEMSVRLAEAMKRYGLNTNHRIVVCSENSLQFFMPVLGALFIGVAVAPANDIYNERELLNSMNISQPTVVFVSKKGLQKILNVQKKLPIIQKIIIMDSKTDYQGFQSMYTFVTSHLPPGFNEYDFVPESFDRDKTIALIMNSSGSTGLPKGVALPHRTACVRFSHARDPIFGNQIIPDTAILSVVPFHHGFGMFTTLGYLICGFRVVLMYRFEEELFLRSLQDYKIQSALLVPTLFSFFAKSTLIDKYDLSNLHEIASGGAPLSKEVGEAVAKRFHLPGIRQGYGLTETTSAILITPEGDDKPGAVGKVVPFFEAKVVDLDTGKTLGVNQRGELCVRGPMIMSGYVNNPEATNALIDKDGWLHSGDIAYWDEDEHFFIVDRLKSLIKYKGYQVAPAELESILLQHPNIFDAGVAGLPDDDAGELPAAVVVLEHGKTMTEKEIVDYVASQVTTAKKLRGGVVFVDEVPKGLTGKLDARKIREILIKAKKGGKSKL
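Purified P. pyralis luciferase, 10 nM final, with Km-level 10 uM D-luciferin and 10 uM ATP in 50 mM Tris acetate pH 7.5, 10 mM Mg acetate, 0.01% Tween-20, 0.05% BSA; 6-point qHTS titration about 60 µM downward; luminescence read.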
Rab9 prom act = Rab9 promoter activation | Huh7 Rab9 promoter-luciferase reporter, luminescence, 24 h | Potency, µM (top dose mostly 9.22 µM), for inactives: top-dose activation, negative = inhibition, hits mostly activators | 320,000 tested, 2.8% active; further: % of control where 0% means no effect; nearly all actives have a fitted effect of over 60% in size
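Luminescence read-out: Huh7 cells stably expressing Rab9-luciferase, treated 24 h with compound at 37 °C, then lysed with luciferase reagent for 10 min at ambient before reading.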
RORg inh = inhibitors of mouse ROR gamma transcriptional activity; P51450; Drosophila S2 Gal4-RORgamma UAS-luciferase reporter, 20 h; Potency, µM (titrated, usually from 53.6 µM), without a hit: top-dose activity change, negative = inhibition, usual class: inhibitors; 310,000 tested, 5.4% active; AID 2551; further: on the % scale 0 is the no-effect control and ±100 the full control effect; nearly all actives have a fitted effect of over 60% in size
Target sequence (P51450 whole entry, looked up, the tested form may be a part): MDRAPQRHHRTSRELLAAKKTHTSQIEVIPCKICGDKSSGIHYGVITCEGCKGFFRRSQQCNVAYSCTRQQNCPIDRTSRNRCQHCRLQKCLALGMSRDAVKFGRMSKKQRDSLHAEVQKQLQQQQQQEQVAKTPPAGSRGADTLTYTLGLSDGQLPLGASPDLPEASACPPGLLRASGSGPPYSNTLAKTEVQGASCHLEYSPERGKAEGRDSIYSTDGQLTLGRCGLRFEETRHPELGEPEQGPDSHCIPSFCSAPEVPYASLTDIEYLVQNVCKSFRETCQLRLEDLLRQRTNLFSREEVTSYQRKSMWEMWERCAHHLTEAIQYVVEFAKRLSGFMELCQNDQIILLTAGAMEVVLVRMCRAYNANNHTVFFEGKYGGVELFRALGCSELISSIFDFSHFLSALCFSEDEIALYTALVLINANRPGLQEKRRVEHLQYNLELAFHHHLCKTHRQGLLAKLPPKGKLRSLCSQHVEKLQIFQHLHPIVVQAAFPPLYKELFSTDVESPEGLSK
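Stably transfected Drosophila Schneider cells are the test system, with ROR gamma fused to Gal4 and luciferase under UAS control; luminescence is read after 20 hr of 700 uM copper sulfate induction at ambient temperature.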
uPA surface inh = cell surface uPA generation inhibition; Potency, µM (series often up to 38.3 µM), without a hit: at the top dose activity change, negative = inhibition, hits mostly inhibitors; AID 540303; 330,000 tested, 0.31% active; cell surface uPA generation assay, qHTS; active means well fitted inhibition curve with a large enough effect; inconclusive means small, poorly fitted or top-dose-only effect; inactive means no such curve, though single readings can be large or run the other way; tested in mouse RAW 264.7 cells; further: on the % scale 0 is the no-effect control and ±100 the full control effect; nearly all actives have a fitted effect of over 55% in size
MBNL1 CUG block = MBNL1-poly(CUG) RNA binding inhibition; Q9NR56; TR-FRET MBNL1-His/biotin-(CUG)12 binding, 665/545 ratio; Potency, µM (top dose mostly 57.5 µM), for inactives: at the top dose activity change, negative = inhibition, hits mostly inhibitors; 280,000 tested, 0.036% active; active means well fitted inhibition curve with a large enough effect in the signal ratio, with a control signal flat, not every such curve was filed as active; inconclusive means small, poorly fitted or top-dose-only effect, or effect the other way, or a change in a side signal; inactive means no such curve, though single readings can be large or run the other way; the % refers to the signal ratio; further: on the % scale 0 is the no-effect control and ±100 the full control effect
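MBNL1-His + Biotin-(CUG)12, cpd titration 92 nM–58 uM; Tb anti-His Ab 0.055 ng/ul, SA-XL665 5 nM (final); 60 min RT; ratiometric 665/545 nm, Ex 340 nm; normalized to buffer and full-complex controls.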
p53 reactivation = mutant p53 re-activation in reporter cells; Potency, µM (top dose mostly 92.2 µM), for inactives: at the highest dose activity change, positive = activation, most hits filed as activators; H1299 p53-A138V BP100-luciferase reporter, luminescence, 24 h; 320,000 tested, 0.063% active; further: % of control where 0% means no effect; nearly all actives have a fitted effect of over 45% in size
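p53-null H1299 cells stably carrying temperature-sensitive p53-A138V and a BP100-luciferase reporter were pinned with compounds (4-point, 1:5 series) and held 24 hrs at 37 deg C. Luminescence was read 10 min after detection reagent.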
ELG1 genotox = inducers of genotoxicity in HEK293T ELG1-luciferase cells; 330,000 tested, 1.3% active; Potency, µM (series often up to 46 µM), for the others: top-dose activity change, positive = activation, most hits filed as activators; HEK293T ELG1-luciferase reporter, luminescence, 16 h; further: % of control where 0% means no effect; nearly all actives have a fitted effect of over 60% in size
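ELG1-luciferase HEK293T cells, 2,000/well; compound pinned in; 16 hr, 37 °C, 5% CO2; ONE-Glo, 30 min RT; luminescence on CCD imager.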
BRCA1 expr act = activators of BRCA1 expression. AID 624202. 380,000 tested, 1.1% active. Potency, µM (series often up to 46.1 µM), for inactives: top-dose activation, hits mostly activators. MCF7-BRCA1-FFLuc reporter, luminescence, 48 h; response scale: scaled: vehicle 0%, 10 µM genistein 100%; further: nearly all actives have a fitted effect of over 80% in size; some results filed as inactive show a strong effect at the top dose
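Luminescence from a BRCA1-driven firefly luciferase in MCF7 cells was read after 48 h compound exposure at 37 C. Data normalized against DMSO and a 10microM genistein activation control, then curve-fitted across the titration.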
VP16 counter = Gal4-VP16 reporter inhibition counter-screen; Drosophila S2 Gal4-VP16 UAS-luciferase, luminescence, 20 h; 310,000 tested, 3.5% active; Potency, µM (series often up to 53.6 µM), for inactives: at the highest dose activity, negative = inhibition, usual class: inhibitors;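 further: Gal4-VP16 expression switched on by copper sulfate through the metallothionein promoter; on the % scale 0 is the no-effect control and ±100 the full control effect; nearly all actives have a fitted effect of over 50% in size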
Numbers without * were called inactive; u = inconclusive; x = not tested or not shown; & = joins results of further samples; [ ] = another dose, or the depositor's remark. Unless noted, the call rests on the fitted dose curve; in most records, active means well fitted curve in the direction sought with a large enough effect; inconclusive means small, poorly fitted or top-dose-only effect, or another doubt; inactive means no such curve, though single readings can be large; an effect the other way counts as inactive or inconclusive. Potency means the concentration at half of the fitted maximal effect.

Below each compound – NPC1 promoter act, FLuc counter, Rab9 prom act, RORg inh, uPA surface inh, MBNL1 CUG block, p53 reactivation, ELG1 genotox, BRCA1 expr act, VP16 counter
- COC(=O)c1cc(NC(=O)c2cc(-c3ccccc3Cl)oc2C(F)(F)F)ccc1N1CCOCC1
    1.9%, 0.8%, -4.8%, 17.6%, u, 0.9%, -3.0%, -10.7%, -51.2%, -4.8%
- COc1cccc(CN(C)CC2CCCN(CCc3ccc(Cl)cc3)C2)c1OC (stereo unspecified)
    -0.1%, 2.1%, -9.4%, -32.0%, -4.5%, -7.2%, 12.7%, -8.5%, -54.8%, -16.6%
- COC(=O)C1=C(COc2ccccc2)NC(=O)NC1c1ccc(Br)cc1 (stereo unspecified)
    -3.6%, 2.3%, -4.8%, u, 7.4%, 3.0%, -10.2%, 3.6%, 8.5%, -11.9%
- CCOc1ccccc1N1CCN(C(=O)c2ccc(S(=O)(=O)Nc3ccccc3)cc2)CC1
    -3.6%, 9.3%, -4.6%, x, -9.2%, x, 10.1%, -4.3%, -33.5%, x
- CN(C(=O)COC(=O)/C=C/c1ccc(S(=O)(=O)N2CCc3ccccc32)cc1)C1CCS(=O)(=O)C1 (stereo unspecified)
    -3.2%, -4.2%, -6.5%, 1.5%, -5.3%, 5.8%, 0.2%, 8.4%, 74.4%, -16.3%
- CCSc1sccc1C1C(C#N)=C(N)N(c2cccnc2)C2=C1C(=O)CCC2 (stereo unspecified)
    4.9%, -0.5%, -0.7%, -38.3%[0.365 µM], -2.2%, 18.2%, -7.3%, -7.0%, 16.9%, x
- COC(=O)Cc1ccc(NC(=S)N2CCN(c3ccccn3)CC2)cc1
    -5.6%, -10.9%, -6.6%, 15.2%, -6.9%, -6.0%, 25.2%, -5.9%, -6.2%, -3.9%
- O=C(NCc1ccccc1C(F)(F)F)C1CC(c2cccc(F)c2)=NO1 (stereo unspecified)
    -0.3%, -0.8%, -1.0%, 0.7%, 2.9%, -2.3%, -1.4%, 0.6%, 3.2%, -3.4%
- Cc1cc(C)n(-c2ccc(F)cc2)c(=O)c1C(=O)O
    7.1%, 0.7%, 3.7%, -1.5%, -1.4%, -13.2%, -0.7%, -2.3%, 5.0%, -0.8%
- COc1ccc2c(C)cc3nncn3c2c1
    -0.4%, -3.4%, -0.4%, -42.2%, -9.0%, -8.7%, -5.6%, 12.6%, -21.8%, -3.9%
- COCCCNC(=O)Cn1cc(/C=C(\C#N)C(=O)NC2CC2)c2ccccc21
    -1.3%, -1.0%, 2.4%, -0.6%, 12.9%, u, -12.1%, -1.6%, 50.4%, -8.4%
- O=C(NCCN1CCOCC1)c1ccc2c(c1)N(Cc1ccc(F)cc1)C(=O)c1ccccc1S2(=O)=O
    -0.4%, 9.4%, -3.2%, 0.1%, -3.0%, 1.2%, -13.3%, -4.1%, 4.7%, -4.8%
- COC(=O)[C@@]1(Cc2ccc(OC)cc2)[C@@H]2C(=CC(=O)[C@H]2CC(=O)C(=O)N2CCCC2)CN1C(=O)c1ccccc1
    6.0%, 2.0%, -1.4%, u, 8.91µM*, 12.8%, -21.9%, -14.8%, -88.6%, 3.98µM*
- CCOCCCn1c(SCC(=O)NCc2ccc3c(c2)OCO3)nc2ccccc2c1=O
    -3.5%, 5.8%, -7.9%, -13.0%, 0.7%, 2.3%, -1.0%, -6.9%, -12.4%, -2.5%
- Clc1ccc(Cn2ncc3c(NCc4ccco4)ncnc32)c(Cl)c1
    -25.2%, 0.6%, -20.0%, 32.0%, -13.6%, 0.9%, -8.8%, -19.2%, -56.0%, -3.6%

Next section:
Below each compound – NPC1 promoter act, FLuc counter, Rab9 prom act, RORg inh, uPA surface inh, MBNL1 CUG block, p53 reactivation, ELG1 genotox, BRCA1 expr act, VP16 counter
- CC12CCC(c3c(C(=O)N4CCOCC4)nn(-c4ccccc4)c31)C2(C)C (stereo unspecified)
    -4.6%, -0.4%, 15.5%, 6.3%, x, 3.7%, 1.0%, -4.1%, -10.4%, -8.7%
- COCCN(CCOC)C(=S)Nc1cc(S(=O)(=O)N(C)C)ccc1C
    0.5%, -1.3%, -0.3%, 12.8%, -0.3%, -8.2%, -2.1%, -2.0%, 3.8%, 1.9%
- CCCC(=O)Nc1cccc(NC(=O)c2ccc3c(c2)OCCO3)c1
    23.0%, 9.53µM*, 19.2%, 23.6%, -22.7%, u, 14.0%, u, 87.9%, 9.0%
- O=C(O)C(Cc1c[nH]c2ccccc12)N1Cc2ccccc2C1=O (stereo unspecified)
    13.8%, u, 17.0%, -5.2%, -0.1%, 1.3%, 11.1%, 7.0%, u, -13.7%
- Cn1nc(CC(=O)Nc2cccnc2N2CCOCC2)c2ccccc2c1=O
    -1.1%, -0.5%, -5.6%, -10.9%, x, 1.6%, -6.4%, 1.3%, x, 0.9%
- Cc1ccc(S(=O)(=O)NC2=NCCC2)cc1
    -2.6%, -0.5%, 0.4%, 1.4%, 0.1%, 2.5%, 2.8%, 0.8%, 4.9%, -4.5%
- CCc1ccc(CN(C)C(C)C(=O)NCc2ccccc2)cc1 (stereo unspecified)
    2.5%, -1.0%, -5.6%, 34.9%, -3.4%, 0.9%, -0.2%, 0.0%, -36.7%, -2.3%
- Cc1ccc2c(c1)N(CC(=O)NCCCN1CC(C)CC(C)C1)C(=O)c1cccnc1O2 (stereo unspecified)
    -1.0%, 6.9%, 3.3%, -10.1%, 3.2%, 2.6%, x, 8.5%, 4.9%, -0.1%
- O=C1CCc2cc(NS(=O)(=O)c3cc(F)ccc3F)cc3c2N1CC3
    -1.2%, 5.6%, -2.6%, x, -11.9%, x, -3.5%, 19.7%, -28.2%, x
- CCOC(=O)CC(=O)CSc1nc(N)c(C#N)c(-c2ccc(F)cc2)c1C#N
    -1.6%, -0.7%, 12.8%, 8.7%, x, 96.2%[activator], -2.2%, -6.3%, 0.2%, -0.3%
- O=C(CN1C(=O)NC2(CCOc3ccccc32)C1=O)N1CCCCC1 (stereo unspecified)
    x, x, x, x, -1.6%, x, 5.2%, 0.7%, -6.7%, x
- COc1ccc(CNc2ccc3c(c2)nc(C)n3C)cc1
    2.51µM*, 9.53µM*, 1.41µM*, u, -1.0%, -2.7%, u, u, u, -8.5%
- COC(=O)c1sc(N)c(C(=O)OC)c1COC(=O)c1c(C)noc1C
    -25.8%, 8.6%, -17.2%, -8.8%, x, -2.1%, -2.7%, 1.6%, -80.5%, -9.2%
- O=C(CC1SC(N2CCCCC2)=NC1=O)Nc1cccc(C(=O)Nc2ncccc2O)c1 (stereo unspecified)
    1.5%, u, 13.8%, x, 1.0%, x, 24.5%, u, -11.1%, x
- CCCCN(C(=O)CSc1nnc(-c2ccccc2OC)n1C)c1c(N)n(Cc2ccccc2)c(=O)[nH]c1=O
    -3.2%, -1.4%, 0.3%, -1.7%, -7.3%, -9.6%, 10.0%, 0.5%, -6.1%, -7.9%

Continuation.
Below each compound – NPC1 promoter act, FLuc counter, Rab9 prom act, RORg inh, uPA surface inh, MBNL1 CUG block, p53 reactivation, ELG1 genotox, BRCA1 expr act, VP16 counter
- CN(C)S(=O)(=O)N(CC(=O)NCCSCc1ccc(Cl)cc1)c1ccccc1
    -2.3%, -2.2%, 3.1%, 11.7%, 2.0%, -5.5%, -3.5%, -8.9%, 1.7%, -10.2%
- CCOC1OC(=O)C(Cl)=C1Nc1cc(C)ccc1C (stereo unspecified)
    -1.1%, 2.6%, -1.3%, -18.2%, -5.7%, -3.8%, 0.0%, 14.9%, 0.3%, -1.0%
- Cn1c(-c2ccccc2)cnc1NCc1ccc(F)cc1
    7.5%, u, 10.7%, -42.0%, -0.3%, -3.2%, 17.6%, -7.3%, 37.3%, 1.8%
- CS(=O)(=O)Nc1ccc(C(=O)Nc2ccc3ccccc3c2)cc1
    u, 2.39µM*, 0.631µM*, 35.6%[1.91 µM], -6.0%, 8.5%, x, u, u, 7.7%
- O=C(c1ccccc1Cc1ccccc1)N1CCN(S(=O)(=O)c2ccccc2[N+](=O)[O-])CC1
    -2.0%, 1.7%, -4.4%, x, -9.3%, x, 2.1%, -6.7%, -26.5%, x
- Cc1cccc([C@@H](NC(=O)OC(C)(C)C)C(=O)OC(C)(C)C)c1
    2.9%, -1.2%, 3.7%, x, 10.2%, x, -4.4%, 1.5%, 4.0%, x
- Cc1ccccc1OCC(=O)OCC(=O)Nc1cc(C(F)(F)F)ccc1N1CCOCC1
    -3.3%, -1.9%, -0.3%, 8.9%, 5.4%, -4.3%, -5.1%, 9.3%, 2.3%, 2.7%
- CC1Cc2ccccc2N1C(=O)CSc1nc2c(c(=O)n(C)c(=O)n2C)n1Cc1ccccc1 (stereo unspecified)
    -7.2%, 3.9%, -12.5%, u, 10.9%, -3.0%, 0.4%, -8.9%, -34.4%, -1.5%
- CCOC(=O)Cn1nnc2c(sc3nc4c(c(-c5ccccc5)c32)CCC4)c1=O
    -3.3%, 3.4%, -5.9%, 0.7%, 1.7%, 0.8%, 5.0%, -5.3%, 0.2%, -2.1%
- CN1CC(=O)N=C1N
    -2.0%&4.1%, -0.3%&-1.3%, -1.1%&-0.8%, -20.6%&8.1%, 3.6%&-4.4%, -0.9%, 1.0%, 0.4%&-0.6%, -5.8%&-2.3%, 0.2%&2.4%

Screening data deposited in PubChem BioAssay by National Center for Advancing Translational Sciences (NCATS).
